# hcGAS inh: inhibitors of human cGAS; Q8N884; recombinant h-cGAS, ATP depletion, Kinase-Glo luminescence; inhibition, % at 12.5 µM; 0.081% of 290,000 active;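 also: 0% = vehicle reaction and 100% = reaction without DNA for no activity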
# Target sequence (Q8N884 whole entry, looked up): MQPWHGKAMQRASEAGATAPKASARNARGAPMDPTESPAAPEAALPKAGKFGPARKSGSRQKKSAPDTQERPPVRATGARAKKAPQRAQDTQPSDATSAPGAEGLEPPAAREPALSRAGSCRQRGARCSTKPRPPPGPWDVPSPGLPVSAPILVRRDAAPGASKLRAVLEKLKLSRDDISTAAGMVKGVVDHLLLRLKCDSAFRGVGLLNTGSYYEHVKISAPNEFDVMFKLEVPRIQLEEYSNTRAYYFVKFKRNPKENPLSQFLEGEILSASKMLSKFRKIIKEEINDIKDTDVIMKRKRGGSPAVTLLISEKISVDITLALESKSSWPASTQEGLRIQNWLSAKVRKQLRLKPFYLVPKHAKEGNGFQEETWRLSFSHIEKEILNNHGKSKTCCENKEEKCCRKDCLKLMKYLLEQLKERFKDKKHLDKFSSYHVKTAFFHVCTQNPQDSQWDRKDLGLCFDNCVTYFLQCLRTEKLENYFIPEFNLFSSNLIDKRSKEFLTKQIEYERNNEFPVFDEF
# mcGAS lum: inhibitors of mouse cGAS | Q8C6L5 | recombinant cGAS, Kinase-Glo ATP depletion luminescence | inhibition, % at 12.5 µM | 0.15% of 160,000 active | AID 1259399;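 also: 0% = negative control wells and 100% = reference inhibitor with no enzyme activity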
# NPYLR7 ag: mosquito NPYLR7 agonism. HEK293T NPYLR7/Galpha15, GCaMP6s calcium fluorescence. activation, % at 10 µM. 0.15% of 270,000 active; in the data active = activation above about 40%;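 also: 0% = vehicle and 100% = reference agonist at the receptor; some compounds past the cut are filed as inactive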
# * marks the source's active call; other numbers are inactive results; . = no result given. Rule as the data show it, unless noted: active = inhibition above about 40%; inactive = the rest. Compounds as they come; any-hit rate near 0.27%.
SMILES,hcGAS inh,mcGAS lum,NPYLR7 ag
Cc1ccccc1C1c2ccsc2CCN1CC(=O)N1CCN(C(=O)c2ccc3c(c2)OCO3)CC1 (configuration not stated),-3,-5,10
Cc1cccc(-n2ccnc2CN2CCN(C(C)C)C(CCO)C2)c1 (configuration not stated),0,.,-6
Cc1ccccc1-c1ccc(-n2cncc2C(=O)NCCF)cc1,-1,-6,1
O=C(c1ccco1)N1CCCC(Cn2cc(-c3ccccn3)nn2)C1 (configuration not stated),-3,.,22
COc1ccc(CCc2nnc(CCC(=O)N3C[C@@H](C)O[C@@H](C)C3)o2)cc1,-5,-9,1
Cc1ccc(C)c(C2=NN(C(=O)CN(C)C3CCCCC3)C(c3cccc(F)c3)C2)c1 (configuration not stated),2,-2,-2
CCOC(=O)c1c(NC(=O)Cc2ccccc2)sc(C(=O)Nc2ccc(OC)cc2)c1C,-2,1,-3
CCc1c(C)[nH]c2c1C(=NOC(=O)c1ccc(F)cc1)CCC2,-6,-5,.
CS(=O)(=O)c1ccc(C2=C(C#N)CCS2)cc1,-2,-5,4
CC(C)N(CCNC(=O)c1cccnc1Oc1ccc(Cl)cc1)C(C)C,-1,0,-5
Cc1cc(O)c(C(=O)Nc2ccc(Cl)c(Cl)c2)c(=O)n1C,0,-8,-1
O=S(=O)(Nc1nc2ccccc2nc1Nc1ccccc1)c1cccc2nsnc12,-1,.,-2
CC(C)(C)NC(=O)Cn1c(-c2ccc3c(c2)OCCO3)csc1=O,-3,-15,13
O=C(NCCc1ccccc1)C1CCCN(C2CCN(c3ncccn3)CC2)C1 (configuration not stated),-5,-13,6
O=C(NCc1cccnc1)c1ccc2oc(-c3cccc(F)c3)nc2c1,-10,.,6
Cc1occc1C(=O)NCCCNc1cccnc1,-9,.,18
O=C(CCN(c1nc(C2CC2)nc2ccccc12)C1CCCCC1)NCc1ccccc1,-5,-8,10
O=c1cc(O)c2ccc(O)cc2o1,3,0,3
Cc1ccc(-c2nc(SCc3ncc(C(C)C)o3)n[nH]2)cc1,-8,-13,-1
Oc1[nH]c2cc3c(cc2c1N=NCc1ccc(Cl)cc1Cl)OCCO3,-9,.,4
CCn1c(C)cc(C(=O)CSc2nnc(-c3ccco3)o2)c1C,1,.,-3
COc1ccc(C(=O)N2CCN(C(C(=O)NCC3CCCO3)C3CCCC3)CC2)cc1OC (configuration not stated),-1,-3,-11
Cc1cn2c3c(=O)n(CCN4CCOCC4)c(=O)n(C)c3nc2n1-c1cccc(Cl)c1,-6,.,5
CC1CC1C(=O)Nc1ccc(F)cc1C(=O)NC(C)C1CCCO1 (configuration not stated),-6,-17,19

# One compound at a time (already shown). Order of screens: hcGAS inh | mcGAS lum | NPYLR7 ag
# COc1ccc(C(=O)N2CCN(C(C(=O)NCC3CCCO3)C3CCCC3)CC2)cc1OC (configuration not stated) across the screens: -1 | -3 | -11
# O=c1cc(O)c2ccc(O)cc2o1 across the screens: 3 | 0 | 3
# O=C(CCN(c1nc(C2CC2)nc2ccccc12)C1CCCCC1)NCc1ccccc1 across the screens: -5 | -8 | 10
# Cc1ccc(-c2nc(SCc3ncc(C(C)C)o3)n[nH]2)cc1 across the screens: -8 | -13 | -1

# New compounds follow.
SMILES,hcGAS inh,mcGAS lum,NPYLR7 ag
CC(C)CCNC(=O)NC(=O)COc1ccccc1I,3,.,-6
Cc1ccc(C(=O)N2CCN(c3nc4nccc(-c5ccc6c(c5)OCO6)n4n3)CC2)cc1C,2,1,-1
C=CCn1c(=O)c2c(nc3n2CC(C)=NN3CC(=O)OCC)n(C)c1=O,3,-1,-4
N#CCCN(C(=O)CN1CCCC1Cc1ccccc1)c1ccccc1F (configuration not stated),0,.,16
CN1CCN(C(=O)c2coc(COc3cccc(C(F)(F)F)c3)n2)CC1=O,3,.,5
Cc1cc(=O)n2c(n1)NC(N1CCOCC1)=NC2c1ccc(Cl)cc1 (configuration not stated),-1,-6,-15
CC1CCN(Cc2nnnn2CCCC(=O)N2CCN(C3CCCC3)C(=O)C2)CC1,-6,.,19
CCOc1ccccc1N1CCN(C(=O)c2cc(-c3ccccc3F)nn2-c2ccc(Cl)c(Cl)c2)CC1,-9,-2,1
CCCCC(=O)N(CC(=O)Nc1cc(C(C)(C)C)nn1-c1ccccc1)CC(C)C,-3,-4,-8
Nc1nc(-c2ccccc2)c(N=Nc2ccc3c(c2)OCCO3)s1,-17,.,8
COc1cccc(C(=O)NC(C(=O)N2CCCC2)C2CCN(C(=O)Nc3ccc(C)cc3)CC2)c1 (configuration not stated),-3,-6,9
CCOC(=O)c1csc(CSc2nnc(-c3cc(OC)cc(OC)c3)n2-c2ccccc2)n1,-4,-6,.
O=C(O)C1=Cc2cc(Cl)ccc2OC1,18,.,1
COc1nccnc1N1CCOC(c2ccc(Cl)c(Cl)c2)C1 (configuration not stated),-4,-9,.
CC1SC(c2ccccc2F)N(CC(=O)O)C1=O (configuration not stated),0,-3,4
COc1cc(Br)c(S(=O)(=O)N2CCCc3c(C(N)=O)cccc32)cc1OC,-6,.,6
O=C1/C(=C\c2ccc(-c3ccccc3[N+](=O)[O-])o2)C(c2ccccc2)=NN1c1ccccc1,9,-4,-4
CCCCC/C=C\C/C=C\C/C=C\CCCCC(=O)N1CCN(Cc2cc(=O)c(OCc3cccc(F)c3)co2)CC1,-5,-7,0
Cc1cnc(-c2cnc(NCCNc3ccc(C#N)cn3)nc2-c2ccc(Cl)cc2Cl)[nH]1,0,-3,-8
CCC(C(=O)N(CC(=O)N(Cc1ccccc1)Cc1ccc(C)o1)CC(C)C)c1ccccc1 (configuration not stated),5,0,.
O=C(c1ccc(CSc2nnc(Cc3ccccc3)n2-c2cccc(C(F)(F)F)c2)cc1)N1CCCC1,2,-1,-10
CN(C)C(=O)c1ccc(NCc2c(F)cccc2Cl)cc1,-14,.,0
CC(C)Cc1ccc(CN2C[C@H](N(C)C)C[C@H]2CO)s1,-8,-4,.
Cc1c(C(=O)NCc2cccc(C(F)(F)F)c2)sc(=O)n1Cc1ccncc1,-1,.,-5
c1ccc(Cc2nn3c(Cn4cnc5ccccc54)nnc3s2)cc1,-2,.,8
CC(C(=O)Nc1cccc(-c2cn3ccsc3n2)c1)n1nc(-c2cccs2)ccc1=O (configuration not stated),-5,.,1
COc1ccc(-c2nnc3ccc(SCC(=O)NC4CCCCC4)nn23)cc1OC,-4,-7,7
CC(=O)N1CCCn2nc(C(=O)NCc3ccc4sccc4c3)cc2C1,-7,.,8
CCn1c(=O)c(C(=O)NCC2CCCO2)nn(-c2ccc(S(C)(=O)=O)cc2)c1=O (configuration not stated),2,0,3
C/C(=N\NC(=O)c1n[nH]c2c1CCC2)c1ccc(-c2ccccc2)cc1,-5,-5,4
CC1=C(C(=O)Nc2ccccc2C)C(c2ccccc2)NC(=O)N1C (configuration not stated),-3,-5,8
CC(Oc1ccc(F)cc1Br)C(=O)N(C)Cc1ccncc1 (configuration not stated),-8,.,4
CCOC(=O)c1cc([N+](=O)[O-])sc1NC(=O)CC,-10,.,4
CC(C)S(=O)(=O)n1c(N)nc2ccc(Br)cc21,7,.,-7
CC1Oc2ccc(C#N)cc2N(Cc2ccc(S(C)(=O)=O)cc2)C1=O (configuration not stated),-3,.,8
O=S1(=O)CC=C(S(=O)(=O)N2CCCC3(CCNC3)C2)C1 (configuration not stated),-5,.,6

# Nothing new here: 4 of the compounds above.
SMILES,hcGAS inh,mcGAS lum,NPYLR7 ag
Cc1ccccc1C1c2ccsc2CCN1CC(=O)N1CCN(C(=O)c2ccc3c(c2)OCO3)CC1 (configuration not stated),-3,-5,10
Cc1cccc(-n2ccnc2CN2CCN(C(C)C)C(CCO)C2)c1 (configuration not stated),0,.,-6
Cc1ccccc1-c1ccc(-n2cncc2C(=O)NCCF)cc1,-1,-6,1
O=C(c1ccco1)N1CCCC(Cn2cc(-c3ccccn3)nn2)C1 (configuration not stated),-3,.,22

# Shown with two lines to a compound: six of the compounds above.
# The line under a structure holds: hcGAS inh | mcGAS lum | NPYLR7 ag
> CC1=C(C(=O)Nc2ccccc2C)C(c2ccccc2)NC(=O)N1C (configuration not stated)
    -3 | -5 | 8
> CC(Oc1ccc(F)cc1Br)C(=O)N(C)Cc1ccncc1 (configuration not stated)
    -8 | . | 4
> CCOC(=O)c1cc([N+](=O)[O-])sc1NC(=O)CC
    -10 | . | 4
> CC(C)S(=O)(=O)n1c(N)nc2ccc(Br)cc21
    7 | . | -7
> CC1Oc2ccc(C#N)cc2N(Cc2ccc(S(C)(=O)=O)cc2)C1=O (configuration not stated)
    -3 | . | 8
> O=S1(=O)CC=C(S(=O)(=O)N2CCCC3(CCNC3)C2)C1 (configuration not stated)
    -5 | . | 6

# Additional records follow:
SMILES,hcGAS inh,mcGAS lum,NPYLR7 ag
COc1ncc(C(=O)NC(C)C23CC4CC(CC(O)(C4)C2)C3)cn1 (configuration not stated),4,.,2
Cc1cc(NC(=O)c2cccs2)n(-c2nc(C)c(C)c(=O)[nH]2)n1,-8,-8,11
CCCCN(CC(=O)N1CCc2sccc2C1c1ccc(C)cc1)S(=O)(=O)c1ccc(NC(C)=O)cc1 (configuration not stated),1,-4,-2
CC1(C)NN2C(=O)OC3(C)CCC1C23C (configuration not stated),0,.,-3
COc1ccc(OCCS(=O)(=O)c2nc3ccccc3[nH]2)cc1,-1,.,22
O=C(NCCCN1CCCC1=O)c1cccc2c3c([nH]c12)CCC3,-7,.,5
COc1cc(COc2cc(C)ccc2C(N)=O)cc(Br)c1OC,-10,.,13
CNc1nc2cnc(Nc3ccc4c(c3)OCO4)cc2n1-c1cccc(C(F)(F)F)c1,2,-3,-11
O=C(Cn1cc(C(F)(F)F)ccc1=O)OCC(=O)c1ccc[nH]1,-3,-8,3
CC(CN(C)c1ccccc1)Nc1cc(=O)n2ccccc2n1 (configuration not stated),1,.,6
CCOC(=O)c1ccc(NC(=O)N(CCN2CCOCC2)CC(=O)N(Cc2ccc3c(c2)OCO3)Cc2ccc(C)o2)cc1,-2,-5,18
CC(C)OCCCN1CC(C(=O)O)CC1=O (configuration not stated),0,.,9
Cc1cccc(-n2nc3c(c2NC(=O)C2CC(=O)N(c4ccccc4)C2)CS(=O)(=O)C3)c1 (configuration not stated),-6,-9,-2
Cc1cc(=O)[nH]c(-n2nc(-c3cccs3)cc2NC(=O)c2ccccc2C(F)(F)F)n1,-9,.,0
CC(NC(=O)c1cc(Cl)c(Cl)n1C)c1nnc2n1CCC2 (configuration not stated),-6,.,0
Cc1nc2ncnn2c(N2CCN(S(=O)(=O)c3ccc(F)c(Cl)c3)CC2)c1Cc1ccccc1,-3,-6,.
Cc1ccc(F)c2c1N(C(=O)COc1cccc(C(N)=O)c1)CCC2,-13,.,10
Cc1ccc(-c2cc(C(=O)NCCc3ccc(Cl)cc3Cl)n(-c3cccc(Cl)c3)n2)cc1C,-11,-3,-2
CCc1nc(N(CCOC)CCC(=O)N2CCCC2)c2ccc(Cl)cc2n1,-6,-4,10
O=C(c1cc(F)ccc1F)c1ccccc1Cl,-3,.,2
Cc1ccc(C(=O)N(CC(=O)N(Cc2ccc(F)cc2)Cc2ccco2)CC(C)C)cc1[N+](=O)[O-],-1,-3,-3
CC(C)(C)C(=O)CSc1nc2ccsc2c(=O)n1-c1ccccc1,-4,.,4
COc1ccc(NC(=O)c2cnn3c(C(F)(F)F)cc(-c4ccco4)nc23)cc1OC,-5,-5,6
CN(NC(=O)CCC(=O)N1CCc2c([nH]c3ccccc23)C1)c1ccccc1,-5,-4,5
COC(=O)C1CCN(CC(O)COCc2ccc(NCCn3nc(C)cc3C)cc2)CC1 (configuration not stated),-3,.,3
Cc1nn(CCN(C)c2ccccc2)c(N)c1C#N,-8,.,6
Cc1nn(-c2ccc(F)cc2)c(C)c1Cn1ccnc1-c1cccnc1,-5,.,-2
Cc1cccc(NC(=O)CCCN2C(=O)c3cccc4cccc(c34)C2=O)c1,0,.,5
CN(CC1CCCCC1)C(=O)Cn1ccc(=O)[nH]c1=O,-9,-15,15
Cc1nc(SCC(=O)NC(C)COc2c(C)cccc2C)n[nH]1 (configuration not stated),-1,.,3
O=C(CC(c1ccccc1C(F)(F)F)c1c[nH]c2ccccc12)NCc1ccco1 (configuration not stated),-6,-8,0
CS(=O)(=O)NC1CC(=O)N(CCc2ccc(F)cc2)C1 (configuration not stated),-10,.,13
O=C(Cn1ccn2nc(-c3ccccc3)cc2c1=O)Nc1ccc2c(c1)OCO2,-8,-9,3
CCCOc1ccc2ccccc2c1CN(C)S(=O)(=O)N1CCCCCC1,1,-2,-1
CCNC(=O)Cc1ccc(-c2ccc3c(c2)OCCO3)cc1,-5,-18,33
CCOc1ccc(CC(=O)NCCOc2ccc(-c3ccccc3)nn2)cc1,-10,-5,-5
CCn1cnnc1C1CCN(S(=O)(=O)c2ccc3[nH]c(=O)[nH]c(=O)c3c2)CC1,-7,-15,3
COc1ccc(/C=C/C2=NC(=C\c3ccc(Br)cc3)/C(=O)O2)cc1,-1,.,36
CCOc1ccccc1C(=O)NC(C(=O)N1CCCSc2ccccc21)C(C)C (configuration not stated),4,-2,1
COC(=O)C(C)Oc1cc(OC(C)C(=O)OC)c2c(C)c(Cl)c(=O)oc2c1 (configuration not stated),-9,35,3
CNC(=O)NC(=O)C(C)Sc1nc2sc3c(c2c(=O)n1-c1cccc(C)c1)CCCC3 (configuration not stated),-5,-6,1
